# Compound activity (PubChem)
# CRFR2-BP antag – blocks CRF-induced signaling of the CRF-BP/CRF-R2 complex. HEK293 CRF-R2/CRF-BP, CRF-induced calcium fluorescence. inhibition, % at 11.8 µM. 350,000 tested, 0.59% active;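 active means inhibition of the ligand-induced calcium signal above about 50% at the single tested concentration, limit read from the data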
# TAAR1 antag – antagonists of human TAAR1 | Q96RJ0 | CHO RD-HGA16 TAAR1, Fluo-8 calcium fluorescence, antagonist | inhibition, % at 3 µM | 360,000 tested, 1.5% active | AID 624466;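 active means inhibition above a per-plate cutoff, the mean inhibition of test compounds on that plate plus 3 SD, cut at about 49% in these data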;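 further: 0% = DMSO plus EC80 beta-PEA response and 100% = DMSO alone without agonist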
# Target sequence (Q96RJ0 whole entry, looked up): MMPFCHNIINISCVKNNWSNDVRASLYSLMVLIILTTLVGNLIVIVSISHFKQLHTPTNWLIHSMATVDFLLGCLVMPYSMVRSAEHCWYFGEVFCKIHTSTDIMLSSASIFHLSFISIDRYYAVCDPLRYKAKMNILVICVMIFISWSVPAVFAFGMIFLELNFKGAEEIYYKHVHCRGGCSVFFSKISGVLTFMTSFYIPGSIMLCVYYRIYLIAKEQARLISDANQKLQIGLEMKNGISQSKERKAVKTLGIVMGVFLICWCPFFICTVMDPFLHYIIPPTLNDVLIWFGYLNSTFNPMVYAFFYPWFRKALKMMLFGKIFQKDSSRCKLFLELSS
#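 System: RD-HGA16 CHO cells with stable hTAAR1 and Gα16 | Probe or stimulus: EC80 β-phenethylamine stimulus | Dosing: 3 µM, single point | Times: Dye loading 75 min at 37 °C, then 30 min room temperature | Measured by: Fluo-8 calcium-sensitive fluorescence | Read-out basis: % inhibition of agonist calcium response | Replicates: n of 1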
# CHRM5 antagonist – antagonists of human muscarinic M5 receptor (CHRM5) | P08912 | CHO-hM5 cells, Fluo-8 calcium fluorescence, ACh EC80 | inhibition, % at 3 µM | 360,000 tested, 0.59% active;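 active means inhibition above a per-plate cutoff, the mean of that plate's test compounds plus 3 SD, cut at about 27% in these data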;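 further: 0% = acetylcholine EC80 with DMSO and 100% = DMSO without agonist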
# Target sequence (P08912 whole entry, looked up): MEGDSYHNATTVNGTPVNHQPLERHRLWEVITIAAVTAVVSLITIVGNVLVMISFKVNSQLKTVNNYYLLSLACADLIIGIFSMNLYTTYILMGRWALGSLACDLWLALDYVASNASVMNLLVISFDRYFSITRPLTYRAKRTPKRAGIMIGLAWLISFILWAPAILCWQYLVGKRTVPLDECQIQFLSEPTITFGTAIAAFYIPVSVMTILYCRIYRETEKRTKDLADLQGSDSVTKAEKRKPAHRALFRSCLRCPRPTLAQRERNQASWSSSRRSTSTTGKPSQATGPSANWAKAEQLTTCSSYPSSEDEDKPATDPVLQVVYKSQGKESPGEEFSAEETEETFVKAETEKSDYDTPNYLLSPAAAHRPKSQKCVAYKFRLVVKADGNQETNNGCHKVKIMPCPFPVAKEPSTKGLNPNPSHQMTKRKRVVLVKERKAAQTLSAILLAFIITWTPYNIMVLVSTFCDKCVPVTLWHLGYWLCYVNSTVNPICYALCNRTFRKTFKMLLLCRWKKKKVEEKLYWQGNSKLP
# CRFR2-BP ag – CRF-BP/CRF-R2 complex agonism; activation, % at 13.2 µM; 350,000 tested, 0.46% active; HEK293 CRF-R2/CRF-BP, calcium dye fluorescence (FLIPR); percent of saturating CRF peptide response;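 active means activation of at least 50%, plus an integration ratio under a set limit after plate pattern correction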;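 further: plate controls were neutral control wells without compound for no effect and CRF at EC100 for full effect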
# M5 ag – CHRM5 agonism in calcium assay. 360,000 tested, 0.19% active. activation, % at 3 µM. AID 624037. P08912. CHO-K1 hM5 cells, Fluo-8 calcium fluorescence; 0% DMSO wells, 100% maximal acetylcholine response;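 active means activation above the run's mean over test compounds plus 3 SD, cut at about 23% in these data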;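 further: signal is peak over basal fluorescence ratio across the kinetic read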
# TAAR1 ag – agonists of human TAAR1. 360,000 tested, 0.99% active. activation, % at 3 µM. CHO RD-HGA16 TAAR1, Fluo-8 calcium fluorescence; vehicle wells 0%, saturating PEA agonist 100%;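 active means activation above the mean activation of all test compounds in the run plus 3 SD, cut at about 38% in these data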
#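 Test system: RD-HGA16 (CHO) cells co-expressing Gα16 and hTAAR1 / Benchmarks: DMSO vehicle as 0%, PEA at EC100 as 100% / Repeats: no replicates (n 1) / Measure: % activation from peak over basal fluorescence ratio, DMSO-to-PEA scaled / Timing: 17-24 h plating, Fluo-8 75 min 37 °C, 30 min RT / Technique: kinetic Fluo-8 calcium fluorescence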
# CHRM4 PAM – positive allosteric modulators of human muscarinic M4 receptor; AID 624126; activation, % at 3 µM; 360,000 tested, 0.4% active; CHO-K1 hM4/Gqi5, Fluo-8 calcium fluorescence, ACh EC20; 0% = ACh EC20, 100% = maximal ACh;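 active means activation above its plate's cutoff, the mean activation of sample wells plus 3 SD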; further: some results filed as inactive read as strong as hits
# CHO-K1 Ca PAM – nonselective activator or artifact in parental CHO-K1 calcium assay; ATP EC20, Fluo-8 calcium fluorescence; 0% at ATP EC20, 100% at ATP max; activation, % at 3 µM; 360,000 tested, 0.02% active;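 active means activation above the run cutoff, the mean activation of all test compounds plus 3 SD, cut at about 40% in these data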;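 further: peak over basal fluorescence ratio in a 140 s read after ATP addition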
# CHRM5 PAM – positive allosteric modulators of human muscarinic M5 receptor; AID 624038; P08912; CHO-K1 hM5, Fluo-8 calcium, ACh EC20 PAM; 0% = ACh EC20, 100% = ACh EC100; activation, % at 3 µM; 360,000 tested, 0.3% active;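 active means activation above the run cutoff, the mean activation of all test compounds plus 3 SD, cut at about 18% in these data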
#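 Assay system: CHO-K1 hM5 cells / Incubation: Fluo-8 loading 80 min at 37 °C plus 30 min room temperature / Technique: Fluo-8 calcium dye fluorescence, kinetic read / Repeats: single replicate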
# Active calls of the source: *; nt = not tested or not shown.
# The opening four entries (preview)
SMILES,CRFR2-BP antag,TAAR1 antag,CHRM5 antagonist,CRFR2-BP ag,M5 ag,TAAR1 ag,CHRM4 PAM,CHO-K1 Ca PAM,CHRM5 PAM
COC(=O)[C@@]1(Cc2ccc(F)cc2)[C@H]2c3cc(C(=O)N4CCCC4)n(CCSCCO)c3C[C@H]2CN1C(=O)c1ccccc1,nt,-11,-8,nt,4,4,14,19,3
Cc1nc(Br)c(Br)c(C)c1Br,0,-14,-9,-0.5,-1,2,-1,-3,7
O=C(Nc1cccc(S(=O)(=O)N2CCCC2)c1)c1cc(-c2ccccn2)nc2ccccc12,-1,53*,18,8.5,-8,21,-11,6,-18
COCCCNC(=O)c1cc(S(=O)(=O)NCCCN2CCCC2=O)ccc1Cl,-1,4,6,-2.6,3,1,4,-14,-3

# This part in full, repeating the preview:
SMILES,CRFR2-BP antag,TAAR1 antag,CHRM5 antagonist,CRFR2-BP ag,M5 ag,TAAR1 ag,CHRM4 PAM,CHO-K1 Ca PAM,CHRM5 PAM
COC(=O)[C@@]1(Cc2ccc(F)cc2)[C@H]2c3cc(C(=O)N4CCCC4)n(CCSCCO)c3C[C@H]2CN1C(=O)c1ccccc1,nt,-11,-8,nt,4,4,14,19,3
Cc1nc(Br)c(Br)c(C)c1Br,0,-14,-9,-0.5,-1,2,-1,-3,7
O=C(Nc1cccc(S(=O)(=O)N2CCCC2)c1)c1cc(-c2ccccn2)nc2ccccc12,-1,53*,18,8.5,-8,21,-11,6,-18
COCCCNC(=O)c1cc(S(=O)(=O)NCCCN2CCCC2=O)ccc1Cl,-1,4,6,-2.6,3,1,4,-14,-3
O=C(Nc1ccc(COc2ccccc2)cc1)Nc1cccc(C(=O)O)c1,4,-12,9,0.4,-1,-1,-2,2,-4
O=C(c1cncc(Br)c1)N1CCc2ccccc2C1,-29,0,4,1.6,-3,12,3,11,0
CCCNC(=O)C1(C)CCCN(C(=O)COc2ccc(Cl)cc2Cl)C1 (centres undefined),nt,-4,-4,nt,1,1,0,8,-2
CC1CCCCN1C(=O)c1cc(Cl)ccc1[N+](=O)[O-] (centres undefined),-3,-14,-3,-2.5,-10,1,2,18,0
COc1ccc(-c2cn(CC[C@@H]3CC[C@H](NC(=O)Cc4ccccn4)[C@@H](CO)O3)nn2)cc1,nt,-4,-1,nt,3,1,3,nt,3
CCCCN1C(N)=NC[C@@H]1CC1CCCCC1,-3,-5,1,-0.4,-11,19,0,10,4
CCN(CC)CCN(C(=O)c1ccc2c(c1)OCCO2)c1nc2cc(C)cc(C)c2s1,-60,-19,1,9.8,-8,8,18*,4,-2
O=[N+]([O-])c1ccc(Cl)c(CN2CCC(O)CC2)c1,-9,-10,3,-0.3,1,2,-4,31,1
CCOC(=O)c1c(NC(=O)COC(=O)CC(NC(C)=O)c2ccccc2)sc(C(=O)NC)c1C (centres undefined),12,-10,0,-2.5,3,0,11,0,1
COc1ccc(N2CCOCC2)c(NC(=O)c2ccc(Br)o2)c1,4,-6,1,-1.8,-4,-3,-1,11,0
COc1ccc(C(CNS(=O)(=O)c2ccc(NC(C)=O)c(OC)c2)N2CCCCC2)cc1 (centres undefined),7,-9,5,-0.4,2,3,-2,2,3
CCOC(=O)Cc1csc(NC(=S)NC(=O)c2ccc(C)cc2)n1,27,8,-3,25,-4,19,13,25,-1
Cc1ccc(-c2nnn(C(C)C(=O)N3c4ccccc4CCc4ccccc43)n2)cc1 (centres undefined),-12,-8,-4,4.3,-6,8,-6,1,-12
CCn1c(SCC(=O)Nc2ccc3c(c2)OCCO3)nc2c(c1=O)SC(C)C2 (centres undefined),8,3,4,-2.9,1,2,16,5,1
Cc1cc(S(=O)(=O)N2CCCC2)ccc1OCC(=O)Nc1ccccc1,-8,-3,1,2.0,-3,5,0,-8,-4
Cc1ccc(CC(=O)N/N=C/c2ccc(OC(=O)c3ccc([N+](=O)[O-])cc3)cc2)cc1,5,-3,2,-1.2,-1,8,1,11,-1

# Arranged by length of the SMILES (lowest first): some entries from above
SMILES,CRFR2-BP antag,TAAR1 antag,CHRM5 antagonist,CRFR2-BP ag,M5 ag,TAAR1 ag,CHRM4 PAM,CHO-K1 Ca PAM,CHRM5 PAM
O=C(c1cncc(Br)c1)N1CCc2ccccc2C1,-29,0,4,1.6,-3,12,3,11,0
O=[N+]([O-])c1ccc(Cl)c(CN2CCC(O)CC2)c1,-9,-10,3,-0.3,1,2,-4,31,1
COCCCNC(=O)c1cc(S(=O)(=O)NCCCN2CCCC2=O)ccc1Cl,-1,4,6,-2.6,3,1,4,-14,-3

# Continuation.
SMILES,CRFR2-BP antag,TAAR1 antag,CHRM5 antagonist,CRFR2-BP ag,M5 ag,TAAR1 ag,CHRM4 PAM,CHO-K1 Ca PAM,CHRM5 PAM
CC(=O)Nc1ccc(S(=O)(=O)N2CCSC2c2ccccc2Cl)cc1 (centres undefined),2,26,-5,0.5,-3,31,1,4,-16
CCOc1ccc(NC(=O)CN(C)C(=O)CN2C(=O)c3ccc([N+](=O)[O-])cc3C2=O)cc1OCC,5,-20,-1,-1.1,4,0,1,-2,0
CCOC(=O)c1[nH]c2ccccc2c1NC(=O)CN1CCCCC1,-4,-19,6,1.3,-6,12,0,14,2
CCc1cc2c(COC(=O)c3cccc(NS(C)(=O)=O)c3)cc(=O)oc2cc1O,5,65*,16,-1.0,2,4,-10,7,-11
CC(C)(C)N=C1SCC(C)(/C=N/O)S1 (centres undefined),42,-5,-8,-1.7,0,1,10,22,0
O=C(O)CC1COc2ccccc2N1S(=O)(=O)c1ccc(Br)cc1 (centres undefined),6,4,9,0.2,-4,5,3,7,0
COc1cc(OC)c(OC)cc1C=Cc1ccc2ccccc2n1,-6,-1,-2,20,-3,1,9,1,13
CCc1cccc(Nc2cc(C)nc3nc(C)nn23)c1,4,-7,-2,0.0,-4,2,7,17,-5
O=C(Cc1ccccn1)c1ccc(F)cc1,-4,-16,3,0.6,0,3,-7,4,6
Nc1nc2cc(S(=O)(=O)NC3=NCCCCC3)ccc2s1,-3,-18,-5,0.0,1,-1,1,10,-1
CCCc1c(C(=O)OCC)sc(N)c1C#N,-23,-4,-4,-4.2,-7,6,3,1,-8
O=C1c2ccccc2C(c2nnnn2Cc2ccccc2)N1CCCn1ccnc1 (centres undefined),nt,-1,-5,nt,-3,1,-1,-2,-2
O=C1CCNc2c(Cl)cccc21,10,-13,5,-1.7,0,1,-6,2,-2
O=C(CN1C(=O)C(=O)N(C2CCCC2)C1=O)Nc1ccc(OC(F)F)cc1,7,13,9,0.9,4,0,7,-8,2
CC(C)(C)OC(=O)N1CCC[C@H]1c1nnc(SCc2ccc(Cl)cc2Cl)o1,9,23,-12,4.8,-3,7,-1,4,-9
Cc1ccc(-n2ncc3c2CCCC3NC(=O)CSc2ccccn2)cc1C (centres undefined),-21,-15,16,-2.4,-1,8,-10,-9,-4
Cc1ccc(Cl)c2c1NC(=O)C2(O)CC(=O)c1ccc(Br)cc1 (centres undefined),-11,-8,-8,-1.8,-3,3,4,1,3
CCOC(=O)c1sc(NC(=O)CCC(=O)O)nc1C,3,16,1,0.5,-1,2,4,15,-5
COC(=O)c1sccc1NC(=O)Nc1ccc(F)cc1F,2,-13,3,0.1,-5,-3,0,13,-6
CCOC(=O)c1cc(CC)sc1NC(=O)COC(=O)c1cnccn1,16,-13,1,-0.5,3,-2,9,2,4
CCC(C)c1ccc(NC(=S)Nc2ccc(OC)c(OC)c2)cc1 (centres undefined),10,13,0,-1.7,0,-3,-2,23,-5
CN(Cc1ccccn1)C(=O)c1cc(COc2ccc(F)c(F)c2)on1,13,5,2,1.6,1,9,0,2,0
COC(=O)c1ccc(-c2nc(CN3CCCN(C(=O)c4ccco4)CC3)c(C)o2)cc1,7,-14,-6,-1.8,-7,2,-3,0,0
O=C1/C(=C/c2ccc3c(c2)OCO3)Oc2cc(OCC(=O)N3CC(O)C[C@H]3C(=O)O)ccc21 (some centres undefined),-4,nt,2,-0.5,1,nt,7,-6,-1
CC(C)CNC(=O)COC(=O)Cc1ccc(Cl)cc1,-2,-24,5,-1.7,-3,1,2,19,1
COc1cc(N)c(Cl)cc1C(=O)OCC(=O)NCC1CCCCC1,-19,1,15,-2.1,4,3,1,9,-1
CCCOc1ccc(CNC(=O)c2ccc3c(c2)N(CC)CCS3)cc1,46,-9,1,-4.5,-5,0,-4,-4,-6
COC(=O)c1ccc(S(=O)(=O)N2CCCCCC2)cc1,19,7,11,1.4,-2,6,-3,4,-8
CC(=O)c1ccc2c(c1)N(CCCN1CCC(CCO)CC1)c1ccccc1S2,-4,9,0,2.7,0,5,-4,9,1
C=CCN1C(=O)C(O)=C(C(C)=O)C1c1ccccc1F (centres undefined),4,2,-5,0.6,0,6,1,14,-2
COc1ccc(N2CCC(CNC(=S)Nc3ccc(C)cc3C)C2)cc1 (centres undefined),-1,-1,1,-1.5,-13,-3,-18,-8,-3
O=C(C1=CC=CN2CCS(=O)(=O)N=C12)N1CCN(c2cccc(Cl)c2)CC1,6,-9,7,-0.8,1,6,1,10,6
CN(C)c1ccc(NC(=O)C2CCCN(S(=O)(=O)c3ccccc3)C2)cc1 (centres undefined),-12,-15,9,-1.8,2,4,-4,14,-2
CS(=O)(=O)c1cnc(-c2ccccc2)nc1Sc1ccc(F)cc1,-12,-7,-5,2.7,-2,3,0,-5,1
CCOC(=O)c1ccc(N2C(=O)c3cccc4c(C(=O)O)ccc(c34)C2=O)cc1,-9,-53,-1,1.4,3,0,4,-8,2
CCc1ccc(-c2csc3ncn(CC)c(=O)c23)cc1,-1,7,-3,0.3,-3,1,-2,11,-1
Cc1nc(-c2cccc(S(=O)(=O)N3CCCC(C)C3)c2)cs1 (centres undefined),-4,0,-2,1.2,-1,9,-1,5,1
CO/C(N)=C(\C#N)N=Cc1ccccc1Cl,-3,10,12,-0.5,1,1,2,-5,-9
CC(C)n1c(CNC(=O)c2ccccc2)nc2ccccc21,-4,-1,0,-0.1,-1,4,-1,3,-1
CCOc1ccc(S(=O)(=O)NCCSCc2ccco2)cc1,12,-5,-2,-3.3,-1,16,14,3,4
O=C(Nc1ccccc1F)C1CCCC1,-5,-17,-2,-0.5,4,-1,-5,8,4
COc1cccc(/C=N/NC(=O)c2nc(-c3ccccc3)cc(-c3ccccc3)n2)c1O,-7,12,10,-1.5,0,10,-3,-12,-2
N/C(=N\OC(=O)CCC(=O)O)c1ncc(C(F)(F)F)cc1Cl,-12,-14,-12,1.0,-2,2,-7,0,2
CCN1CCn2c3c(c4cccc(C)c42)CCCC31 (centres undefined),2,4,-1,-0.2,-3,0,-4,10,2
O=C(Oc1ccc(-c2cnc3ccccc3n2)cc1)c1ccc(Cl)c([N+](=O)[O-])c1,7,-4,-4,-1.1,-3,-2,12,9,1
COc1ccc(NC(=O)CCNS(=O)(=O)c2ccc(NC(C)=O)cc2)cc1Cl,-4,10,2,0.9,1,0,-3,20,2
CC(OC(=O)c1n[nH]c2ccccc12)C(=O)Nc1ccccc1[N+](=O)[O-] (centres undefined),4,5,7,-1.5,3,7,1,-2,-8
